# Myeloid diff 2 = promotes myeloid progenitor differentiation; ER-HoxA9 myeloid progenitors, lysozyme-GFP differentiation, flow cytometry; calls only at 10 µM; 360,000 tested, 1% active; AID 624256;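 active = normalized GFP-positive differentiation at or above the plate's own cutoff, the solvent-only control mean plus 3 SD; inconclusive = no clear call, values can overlap the other calls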;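 note: cells exposed to compound for four days before flow analysis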
# Dynein cargo inh = dynein cargo transport inhibition; z-score, hits read low; 220,000 tested, 0.47% active; AID 1381; 3617.4 mouse cells, GR-EGFP nuclear translocation imaging; test concentration mostly 20 µM; stimulated with dexamethasone, 1 µM; active compounds read low;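 active = plate z-score of nuclear minus cytoplasmic receptor signal below a set negative limit, without overly bright fluorescence or cell loss, cut at about -3.5 in these data, passing the limit was not always enough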;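 note: z-score of nuclear minus cytoplasmic ring GR-EGFP intensity difference per well; some compounds called inactive have numbers as strong as hits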
#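 Buffer or medium: tet-free, stripped-serum medium; Also added: dexamethasone, 1.0 µM final; Technique: high-content fluorescence imaging after fixation; Times: 48 h induction, 1 h compound, 30 min dex at 37 °C; Read-out: per-cell GR-EGFP intensity, nucleus versus surrounding cytoplasmic ring, well-averaged.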
# bCat nuc transl = alters nuclear translocation of beta-catenin in HeLa cells | immunofluorescence imaging | 190,000 tested, 0.3% active | nuclear translocation activity, % at 5 µM;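 active = nuclear translocation activity above 50% at 5 µM, with a well cell count of 50 or more; inconclusive = wells under 50 cells across six images, flagged as toxic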;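 note: per-cell ratio of nuclear to cytoplasmic median beta-catenin stain intensity; plate controls were DMSO negative control for no effect and GSK-3 inhibitor IX positive control for full effect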
#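 Test system: human HeLa cells, endogenous beta-catenin. Times: 24 h compound exposure, 37°C. Measured by: beta-catenin immunofluorescence imaging with DAPI.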
# T cell modulator = T cell immune modulators affecting CD8 T cell-vesicle binding; 2C CD8+ T cell-vesicle binding, flow cytometry; active compounds read low; calls only at 7 µM; 330,000 tested, 0.068% active;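 active = response, share of CD8 T cells binding vesicles, and their 90th percentile fluorescence all below set limits, cut at about 80% in these data, passing the limit was not always enough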
#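 incubation = binding step 1.5 h, 37 °C, antibody labelling 20 min, ice | test system = 2C mouse CD8+ T cells | read-out basis = percent CD8+ FL2 mean versus row control | controls = Peptide-free naked vesicles (low) and QL9 vesicles with 0.7% DMSO vehicle (high) | detection = flow cytometry of vesicle-bound cells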
# Lipid droplet = hepatic lipid droplet formation modulation; 240,000 tested, 0.4% active; AML12 mouse hepatocytes, oleate lipid droplets, BODIPY imaging; inhibition, % at 6.5 µM; AID 1656;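 active = lipid droplet intensity inhibited by at least 50%, with more than 500 cells counted; inconclusive = wells with under 300 cells, treated as cytotoxic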
#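 Test system: AML12 hepatocytes (mouse); reagent: oleate loading, 100 µM; dosing: one dose, 6.5 µM compound; incubation: overnight exposure; signal: fluorescence imaging, 20x objective, two fields per well; read-out basis: % inhibition of corrected integrated BODIPY droplet signal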
# TNAP activation fold = human TNAP enzyme activators, primary screen, biochemical, luminescent, no phosphate acceptor, uHTS (AID 1001); purified TNAP, luminescent activation assay, no phosphate acceptor; higher activation fold means a stronger effect; activation fold at 20 µM; hits with a dose series show EC50 in µM; 200,000 tested, 0.03% active; in the data active = activation fold from about 3, or a potency from the dose series; inactive = the rest, 99 in 100 with activation fold below about 1.6; note: many of its hits are not listed in these tables
# human PMI inhibition = MPI enzyme activity inhibition – biochemical, fluorescence intensity, coupled assay, primary screen (AID 1209) | inhibition, % at 20 µM; hits with a dose series show IC50 in µM | 190,000 tested, 0.42% active | purified PMI enzyme, coupled fluorescence intensity; higher % means a stronger effect; in the data active = inhibition above about 50%;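 note: plate controls were DMSO vehicle for no effect and wells lacking substrate for full effect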
# Ins promoter up = MIN6 insulin promoter up-regulation; MIN6 insulin promoter-GFP reporter, high-content imaging; active compounds read high; z-score at 5 µM; 190,000 tested, 0.3% active; AID 1625;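 active = z-score above 3 at 5 µM with at least 500 cells counted in the well; inconclusive = wells under 500 cells, flagged as cytotoxic or low count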
# MT stabilize HCS = microtubule stabilizers in HeLa cells. HeLa tubulin immunostaining HCS, 24 h; share of cells brighter than vehicle mean+2SD. % tubulin-high responders, % at 10 µM. 200,000 tested, 0.83% active;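 active = plate Z-score above 3 for both tubulin-high and condensed-nucleus cell shares, with cell loss under 80%, at 10 µM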;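 note: anti alpha tubulin signal scored within the nucleus-defined area of each cell; some results filed as inactive read as strong as hits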
# Dynein cargo inh cytoplasmic EGFP = also measured in Dynein cargo inh; calls as there; z-score; measured here: cytoplasmic GR-EGFP intensity; active compounds read high
# Dynein cargo inh nuclear GR-EGFP = also measured in Dynein cargo inh; calls as there; z-score; measured here: nuclear GR-EGFP intensity;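 lower value marks the stronger effect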
# Dynein cargo inh cell count = also measured in Dynein cargo inh; calls as there; z-score; measured here: cell count per field
# Ins promoter up cell count = further read-out of Ins promoter up, marked with its call; cell count; measured here: cytotoxicity, nuclei count;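 total cells summed across four imaged fields per well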
# Lipid droplet cells 6.5 µM = recorded beside Lipid droplet, whose call it bears; cell count; measured here: cell count, cytotoxicity flag;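 cells counted across two imaged fields per well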
# bCat nuc transl cell count 5 µM = further read-out of bCat nuc transl, marked with its call; cell count; measured here: cell count, cytotoxicity flag
# T cell modulator vesicle-bound % = further read-out of T cell modulator, marked with its call; double positive events, %; measured here: CD8+ vesicle-bound cell fraction;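 binding gate set so that unloaded-vesicle control wells show 10% double positive cells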
# MT stabilize HCS Hoechst-high % = second read-out of MT stabilize HCS, no call of its own (marks repeat the call); % Hoechst-high responders; measured here: nuclear condensation Hoechst responders;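 share of cells brighter than vehicle mean plus two SD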
# MT stabilize HCS cytotoxicity % = further read-out of MT stabilize HCS, marked with its call; toxicity, %; measured here: cytotoxicity by cell density;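 0% = mean cell density of plate MIN control wells and 100% = no cells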
# Myeloid diff 2 GFP+ MAC1+ % = further read-out of Myeloid diff 2, marked with its call; GFP+ MAC1+ double positive, %; measured here: differentiation confirmed by MAC1 staining
# Numbers without * were called inactive; i = inactive; ? = inconclusive; · = no result given.
SMILES,Myeloid diff 2,Myeloid diff 2 GFP+ MAC1+ %,Dynein cargo inh,Dynein cargo inh cytoplasmic EGFP,Dynein cargo inh nuclear GR-EGFP,Dynein cargo inh cell count,bCat nuc transl,bCat nuc transl cell count 5 µM,T cell modulator,T cell modulator vesicle-bound %,Lipid droplet,Lipid droplet cells 6.5 µM,TNAP activation fold,human PMI inhibition,Ins promoter up,Ins promoter up cell count,MT stabilize HCS,MT stabilize HCS Hoechst-high %,MT stabilize HCS cytotoxicity %
O=C(O)C1CCCN1S(=O)(=O)c1ccc(Cl)c(Cl)c1 (stereo not drawn),i,2.8,1.01,0.0952,0.343,-0.506,-5.5,1226,i,33.2,8.7,765,1.1,-5.4%,-0.8,905,5.2,2.7,9.3
COc1cc(OC)cc(C(=O)N[C@H](C(=O)Nc2ccc(NC(C)=O)cc2)C(C)C)c1,i,0.0,1.01,-0.315,1.21,-0.504,0.7,1501,i,36.2,-8.1,686,1.1,-1.3%,-0.47,1489,2.0,2.7,6.6
C=CCn1c2ccccc2n2nc(C)c(=O)nc12,i,0.6,-0.331,-0.142,-0.574,-0.0796,-0.5,1118,i,26.0,-1.1,746,1.1,2.5%,0.14,1100,2.1,1.1,1.1
COC(=O)Cc1c(O)ccn(CCc2c[nH]c3ccc(OC)cc23)c1=O,i,0.5,-0.292,-0.285,-0.0427,0.325,2.9,1101,i,37.0,-13.0,654,1,0.9%,-0.32,1416,1.7,2.0,4.7
CC(=O)Oc1ccc(C(=O)Nc2cc(C)ccc2NC(=O)COc2ccccc2)cc1,i,0.4,-0.0837,0.153,-0.0718,0.472,-0.5,1307,i,12.1,·,·,1,6.1%,-0.46,1578,1.6,1.7,7.7
Cc1ccc(Cc2c(C)nc3nc(SCC(=O)NCc4ccco4)nn3c2C)cc1,i,1.8,-0.492,-0.0549,-0.272,0.614,155.9*,653*,i,6.2,·,·,1.1,2.1%,-0.1,1490,22.0*,39.0*,59.5*
CN(CCC#N)C(=O)CSc1ncnc2sc(-c3ccccc3)cc12,i,1.0,0.124,-0.206,0.23,0.231,-2.3,898,i,29.3,·,·,1.1,1.9%,0.25,1099,2.1,2.9,6.6
CC(/C=C/c1ccccc1)=N\NC(=O)CSc1ccccn1,i,0.8,0.744,-0.104,0.0797,-1.55,1.8,535,i,20.1,11.1,625,1,-5.8%,-0.44,1340,3.3,3.4,0.0
CC1CN(S(=O)(=O)c2cccc(C(=O)OCC(=O)c3cccs3)c2)CC(C)O1 (stereo not drawn),i,0.6,-0.912,-0.204,-0.481,0.531,-6.5,1197,i,45.1,-2.9,709,1,15.8%,0.46,812,4.3,2.6,4.1
Cc1ccc2[nH]c(=O)c(CN(Cc3ccccc3)Cc3nnnn3C3CCCC3)cc2c1,i,4.2,0.469,-0.239,0.707,-0.182,-2.0,1216,i,51.4,-1.9,706,1,15.9%,-1.1,920,1.9,2.2,15.4
COC(=O)c1ccccc1NC(=O)Nc1cccs1,i,0.4,-0.822,-0.229,-0.188,0.273,-2.0,1199,i,15.3,13.3,766,1.1,-12.2%,·,·,4.2,1.4,1.1
COc1ccc(CCNS(=O)(=O)c2cccc(S(=O)(=O)N3CCCC3)c2)cc1OC,i,0.5,0.865,-0.0704,1.19,-1.4,-5.6,976,·,·,·,·,1.1,3.2%,-1.2,1093,2.0,2.7,7.8
O=C(CCCSc1nc2ccccc2[nH]1)NCc1ccc(Cl)cc1,i,0.4,-0.0793,-0.252,-0.0695,0.764,2.9,580,i,42.9,18.1,664,1,47.1%,0.15,1397,3.2,3.0,6.7
O=C1OC(OC(=O)c2ccccc2Br)C(N2CCOCC2)=C1Cl (stereo not drawn),i,1.4,-1.46,-0.171,-0.614,0.629,0.7,1093,i,19.5,-37.9,646,1.1,1.6%,-0.44,1440,2.8,1.6,5.8
Cn1cccc1Cc1nnc(SCC(=O)Nc2ccc3c(c2)OCO3)n1CCc1ccccc1,i,1.5,-0.0393,-0.206,0.225,0.5,-0.5,1086,i,47.8,8.8,654,1,18.1%,0.05,1434,2.8,2.7,11.1
CCOc1ccc(N2CCn3c2nc2c3c(=O)n(CCc3ccccc3)c(=O)n2C)cc1,·,·,·,·,·,·,-7.3,1257,·,·,16.8,767,1.1,11.2%,-0.42,1245,·,·,·
Cc1ccc(S(=O)(=O)N(C)C)cc1NC(=O)Nc1c(-c2ccccc2)noc1C,i,0.5,-0.312,-0.237,-0.196,0.64,-2.9,1160,i,26.8,3.8,722,·,·,0.05,1483,·,·,·
O=C1/C(=C/c2ccc(Cl)cc2)NC(=S)N1Cc1cccnc1,i,0.3,1.63,-0.105,0.762,-0.971,0.7,1199,i,58.8,11.4,703,1,-3.4%,0.52,1372,3.6,2.7,6.8
Oc1ccc(-c2nc3ccc4ccccc4c3c3c2CCC3)cc1O,i,0.2,-0.0878,-0.0239,-0.162,-0.148,-1.2,1019,i,46.2,1.3,580,0.5,29.1%,-1.11,1203,8.5,2.5,6.6
CC(=O)Nc1ccc(/C(C)=N/Nc2nc(Nc3cccc4ccccc34)nc(N3CCOCC3)n2)cc1,i,1.2,-0.264,-0.258,-0.479,-0.245,·,·,i,51.0,37.7,528,1,-2.7%,-0.78,568,5.7,4.2,0.7
O=C(Nc1nc(-c2ccccc2)cs1)C1c2ccccc2Oc2ccccc21,i,0.9,0.226,-0.184,-0.203,-0.636,5.0,947,i,13.8,22.7,686,1,16.0%,1.36,1675,2.7,1.7,5.2
O=C(/C=C/c1ccc(S(=O)(=O)N2CCOCC2)cc1)NCc1ccc(Cl)cc1,i,0.6,-0.66,-0.249,-0.458,0.446,1.1,949,i,46.3,2.3,719,1.1,5.3%,·,·,2.4,2.2,8.0
COC(=O)c1ccccc1NC(=O)Nc1nnc(N2CCC(C)CC2)s1,i,2.0,-0.391,-0.216,-0.129,0.153,·,·,i,52.4,·,·,1.2,5.4%,1.44,990,2.7,3.2,6.9
C(=NC12CN3CN(CN(C3)C1)C2)c1ccc2c(c1)OCO2,i,0.6,1.11,-0.251,0.443,-0.656,-1.9,1177,i,24.8,-14.4,749,1.1,4.9%,-0.56,1370,5.1,4.1,10.3
CC/C(=C/c1sc2ccc(C)cc2[n+]1CCCS(=O)(=O)[O-])SC,·,·,-1.46,-0.205,-0.596,1.67,-1.0,1093,i,67.0,6.5,712,1.1,-85.4%,0.13,1340,1.8,1.2,2.0
CCN(CC)CCCNc1nc(CN2CCOCC2)nc2sc3c(c12)CCC3,i,2.0,0.337,-0.304,-0.015,-0.643,0.8,1025,i,59.4,3.0,701,1.2,-1.5%,-0.59,1308,2.4,1.5,12.2
CC(C)CSc1nc2c(c(=O)[nH]c(=O)n2C)n1CCc1ccccc1,i,0.4,0.163,-0.157,0.609,-0.986,-2.2,992,i,11.0,·,·,1.2,1.6%,-1.47,1284,4.6,2.4,8.0
CN(C)S(=O)(=O)c1ccc(C(=O)Nc2ccc(S(=O)(=O)NC3=NCCCCC3)cc2)cc1,i,0.9,0.701,0.214,0.883,-1.31,-1.5,1062,·,·,21.2,800,1,9.9%,0.06,866,1.6,1.4,3.5
CCOc1ccc(OCC)c(S(=O)(=O)NCc2ccc3c(c2)OCO3)c1,i,2.2,1.41,-0.0656,1.05,-1.21,·,·,i,28.9,·,·,1.1,12.5%,0.5,988,2.9,2.6,9.4
Cc1ccc(Cl)cc1N1CCN(C(=O)c2cccc3c(=O)c(C)c(-c4ccccc4)oc23)CC1,?,·,-0.56,-0.179,-0.287,0.953,3.0,291,·,·,1.2,675,1,3.8%,-0.54,1004,3.7,3.0,0.6
O=C(O)c1cccc(-n2cccc2/C=N/O)c1,i,1.0,-1.24,-0.197,-0.223,0.313,-3.1,1014,i,27.6,·,·,1.1,8.4%,0.17,1474,3.9,3.8,7.2
O=C(Nc1ccccc1)Nc1ccc(F)cc1F,i,0.4,1.04,-0.135,1.53,-1.15,0.5,946,i,49.9,-22.8,615,1.1,7.1%,0.07,1434,3.8,2.1,10.2
O=C(N/N=C\c1ccccc1OCc1ccccc1)c1ccco1,i,0.1,-0.0512,-0.257,-0.144,-0.172,·,·,i,57.7,-4.0,646,1,19.5%,0.04,1211,3.0,1.5,13.1

# 2 entries from above in another layout:
Structure	Myeloid diff 2	Myeloid diff 2 GFP+ MAC1+ %	Dynein cargo inh	Dynein cargo inh cytoplasmic EGFP	Dynein cargo inh nuclear GR-EGFP	Dynein cargo inh cell count	bCat nuc transl	bCat nuc transl cell count 5 µM	T cell modulator	T cell modulator vesicle-bound %	Lipid droplet	Lipid droplet cells 6.5 µM	TNAP activation fold	human PMI inhibition	Ins promoter up	Ins promoter up cell count	MT stabilize HCS	MT stabilize HCS Hoechst-high %	MT stabilize HCS cytotoxicity %
CC(C)CSc1nc2c(c(=O)[nH]c(=O)n2C)n1CCc1ccccc1	i	0.4	0.163	-0.157	0.609	-0.986	-2.2	992	i	11.0	·	·	1.2	1.6%	-1.47	1284	4.6	2.4	8.0
CC/C(=C/c1sc2ccc(C)cc2[n+]1CCCS(=O)(=O)[O-])SC	·	·	-1.46	-0.205	-0.596	1.67	-1.0	1093	i	67.0	6.5	712	1.1	-85.4%	0.13	1340	1.8	1.2	2.0

# Screening results: PubChem BioAssay, several laboratories
